Bioassay records (PubChem)
RPL19A-GFP yeast – yeast TOR pathway RPL19A-GFP modulation. S. cerevisiae RPL19A-GFP strain, flow cytometry, 3 h; hits give low values. percent response vs DMSO, % at 10 µM. 330,000 compounds, 0.3% hits;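 active means percent response vs DMSO below 50%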;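 further: median channel GFP fluorescence of the barcoded RPL19A-GFP strain; ratio of sample median GFP to plate DMSO average so 100% = DMSO; lower means less RPL19A-GFP as with rapamycin TOR inhibition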
MEP2-GFP yeast – alters MEP2-GFP fluorescence in TOR pathway yeast screen. 330,000 compounds, 0.51% hits. S. cerevisiae MEP2-GFP strain, flow cytometry GFP, 3 h; 100% = DMSO control level. GFP response vs DMSO, % at 10 µM;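 active means GFP response versus DMSO above a set limit, roughly screen mean plus 3 SD, cut at about 180% in these data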;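 further: median GFP fluorescence of the barcode-gated MEP2-GFP cells per well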
LAP4-GFP MLPCN – yeast TOR pathway LAP4-GFP modulation. S. cerevisiae LAP4-GFP multiplex, flow cytometry GFP, 3 h; median GFP as percent of DMSO wells. GFP response vs DMSO, % at 10 µM. 320,000 compounds, 0.34% hits. AID 2023;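 active means GFP response vs DMSO above a set limit, about the screen mean plus 3 SD, cut at about 150% in these data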
Yeast superoxide – lowers age-related superoxide in aged yeast cells | S. cerevisiae aged cells, superoxide DHE fluorescence; hits give low values | superoxide response (% of plate mean), % at 10 µM | 330,000 compounds, 0.18% hits | AID 2690;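 active means superoxide response under a set limit, about three screen SD below normal, cut at about 65% in these data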;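 further: yeast aged for seven days with compound at 30 °C before DHE staining; 100% = average MFI of all compound-treated wells on the plate with controls excluded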
AGP1 TOR yeast – yeast TOR pathway AGP1-GFP modulation. S. cerevisiae AGP1-GFP multiplex flow cytometry, 3 h; GFP as percent of DMSO wells. GFP response vs DMSO, % at 10 µM. 320,000 compounds, 0.02% hits. AID 2066;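 active means GFP response relative to DMSO above a set limit, near screen average plus 3 SD, cut at about 150% in these data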;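 further: median GFP channel fluorescence of the gated AGP1 strain per well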
AHR activator – human AHR activation. 320,000 compounds, 2.5% hits. activation, % at 5 µM. AHR-responsive luciferase reporter cells, luminescence. AID 2796; in the data active means activation above about 47%;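 further: 0% = vehicle wells and 100% = reference agonist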
Target sequence (P35869 whole entry, looked up): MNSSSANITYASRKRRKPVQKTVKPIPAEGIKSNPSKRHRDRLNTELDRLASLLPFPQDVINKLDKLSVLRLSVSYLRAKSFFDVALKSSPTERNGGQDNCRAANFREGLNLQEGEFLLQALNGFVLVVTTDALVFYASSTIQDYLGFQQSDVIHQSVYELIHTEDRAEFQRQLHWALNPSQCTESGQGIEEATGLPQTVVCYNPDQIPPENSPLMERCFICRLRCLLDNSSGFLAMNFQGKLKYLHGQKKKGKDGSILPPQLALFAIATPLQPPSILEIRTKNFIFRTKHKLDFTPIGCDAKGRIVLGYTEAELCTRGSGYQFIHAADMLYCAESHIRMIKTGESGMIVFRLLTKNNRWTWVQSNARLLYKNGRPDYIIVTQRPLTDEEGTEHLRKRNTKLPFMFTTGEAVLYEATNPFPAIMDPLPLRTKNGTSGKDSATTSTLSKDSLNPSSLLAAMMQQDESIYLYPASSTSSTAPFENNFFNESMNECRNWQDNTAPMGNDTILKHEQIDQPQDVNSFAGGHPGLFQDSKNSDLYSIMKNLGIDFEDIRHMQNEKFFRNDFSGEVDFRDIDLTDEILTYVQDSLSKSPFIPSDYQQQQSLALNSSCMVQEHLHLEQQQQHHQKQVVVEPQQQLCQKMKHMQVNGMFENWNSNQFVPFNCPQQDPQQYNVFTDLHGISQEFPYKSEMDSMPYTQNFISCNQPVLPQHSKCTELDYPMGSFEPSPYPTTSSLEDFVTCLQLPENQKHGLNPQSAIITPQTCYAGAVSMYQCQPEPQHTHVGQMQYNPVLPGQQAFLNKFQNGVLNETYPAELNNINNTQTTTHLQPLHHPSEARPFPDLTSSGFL
CIT2 TOR yeast – yeast TOR pathway CIT2-GFP modulation | GFP response vs DMSO, % at 10 µM | AID 2029 | 320,000 compounds, 0.065% hits | S. cerevisiae CIT2-GFP strain, flow cytometry, 3 h; 100 means same as DMSO wells;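 active means GFP response relative to DMSO above a set limit, near the screen mean plus 3 SD, cut at about 150% in these data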;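 further: ratio of well median GFP fluorescence to mean of DMSO wells on the plate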
Efflux pump inh – blocks antifungal efflux pumps in multiplex yeast assay | S. cerevisiae Candida pump triplex, Nile Red efflux | inhibition, % at 10 µM | 330,000 compounds, 0.44% hits;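 active means plate passing quality check with inhibition over a set limit, or well fluorescence over plate mean plus 4 SD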;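 further: Nile Red retained in pooled yeast measured as flow cytometry median fluorescence; 0% = buffer negative control and 100% = Enniatin B positive control; higher means more Nile Red kept so more efflux inhibition; some compounds called inactive have numbers as strong as hits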
* marks the source's active call; other numbers are inactive results; x = not tested or not shown.

Preview:
SMILES	CIT2 TOR yeast	LAP4-GFP MLPCN	RPL19A-GFP yeast	MEP2-GFP yeast	AGP1 TOR yeast	AHR activator	Yeast superoxide	Efflux pump inh
Cc1cc(C)c(NC(=O)CSc2nc(COc3ccccc3)nc3ccccc23)c(C)c1	86.5	88.3	98.7	89.2	88.7	6.1	91.8	0.0
O=C(NCC(=O)N(c1ccccc1)C(C(=O)NC1CCCC1)c1cccnc1)c1cccs1 (stereo not drawn)	107.9	101.3	104.1	95.7	107.5	0.8	109.5	-0.1

Results, previewed entries included:
SMILES	CIT2 TOR yeast	LAP4-GFP MLPCN	RPL19A-GFP yeast	MEP2-GFP yeast	AGP1 TOR yeast	AHR activator	Yeast superoxide	Efflux pump inh
Cc1cc(C)c(NC(=O)CSc2nc(COc3ccccc3)nc3ccccc23)c(C)c1	86.5	88.3	98.7	89.2	88.7	6.1	91.8	0.0
O=C(NCC(=O)N(c1ccccc1)C(C(=O)NC1CCCC1)c1cccnc1)c1cccs1 (stereo not drawn)	107.9	101.3	104.1	95.7	107.5	0.8	109.5	-0.1
COC(=O)CCNC(=O)c1ccc2nc(Cc3ccc(OC)c(OC)c3)oc2c1	108.8	101.1	104.5	110.3	106.2	-1.0	104.1	0.0
COc1ccccc1NC(=O)/C=C/c1ccc2c(c1)OCO2	82.0	130.1	96.0	101.3	95.5	8.3	101.4	0.0
O=C(COC(=O)c1ccc(F)c(S(=O)(=O)N2CCOCC2)c1)NCc1ccc(F)cc1	112.7	97.2	104.0	122.6	100.7	1.7	93.3	-0.1
C=CCC[C@H](Cc1ccc(F)cc1)C(=O)OC[C@H](Cc1c[nH]c2ccccc12)NC(=O)[C@H](CC=C)CC(=O)N(CCO)Cc1ccccc1	99.7	93.7	98.2	92.4	102.1	2.1	90.9	0.1
Cn1c(SCC(=O)Nc2ccccc2F)nc2c(c1=O)SCC2	109.2	129.9	98.3	103.2	100.5	-0.8	82.0	-0.1
Cc1ccc(NC(=O)CCn2nnc3ccccc32)cc1	107.2	103.2	102.2	106.9	106.2	-4.7	108.3	0.0
COc1cccc(OC)c1OCCN1CCCC1	101.1	81.3	102.8	95.6	97.7	-1.2	99.0	0.1
Nc1nc(N)c2ncc(C(=O)CCc3ccccc3)nc2n1	100.5	106.0	96.4	98.6	99.5	8.6	107.0	0.0
S=C(Nc1ccc(OCc2ccccc2)cc1)Nc1cccc(Cl)c1Cl	103.5	104.0	104.3	105.6	106.1	1.8	104.4	0.0
CC(C)(C)NS(=O)(=O)c1ccc(CCC(=O)N2CCCC2)cc1	94.0	110.3	95.6	94.8	96.8	0.7	104.5	-0.2
C=CCn1c(SCCOc2ccc(OC)cc2)nnc1C(NC(=O)c1ccc(OC)cc1)C(C)C (stereo not drawn)	99.9	89.4	92.8	94.2	94.9	1.7	88.7	0.0
Cn1cnc2c(cnn2-c2ccccc2)c1=O	93.8	89.0	100.0	98.2	92.4	-0.5	113.3	-0.1
CC1(C)CCC(=O)N(c2ccccc2)C1=O	105.9	102.2	103.2	111.5	99.2	-1.5	107.4	0.1
CC(C)(C)c1ccc(S(=O)(=O)N2CC(C(=O)O)Oc3ccc(Cl)cc32)cc1 (stereo not drawn)	96.7	116.8	95.0	100.6	104.0	2.6	104.6	0.1
CC(C)Oc1ccc(C2CC(=O)N(c3ccc(N(C)C)cc3)C2=O)cc1 (stereo not drawn)	96.2	98.7	98.3	100.2	96.6	1.1	99.8	-0.1
CC1CN(C(=S)NC(=O)c2ccc(Cl)cc2)CC(C)O1 (stereo not drawn)	98.1	100.6	104.9	94.9	107.1	-2.6	89.7	-4.0
CCOC(=O)C1=C(C)N(CCCC(=O)O)C(=O)NC1c1ccc(OC)cc1 (stereo not drawn)	82.0	97.8	91.5	91.3	77.8	-4.1	99.6	-0.1
N#CC1=C(N)Oc2n[nH]c(-c3cccs3)c2C1c1cccs1 (stereo not drawn)	95.7	114.5	99.0	103.5	98.5	13.8	93.4	-0.1
COc1ccc(N(C(=O)Cn2nnc(-c3ccc(Cl)cc3)n2)C(C(=O)NCC2CCCO2)c2ccc(C)cc2)cc1 (stereo not drawn)	103.9	107.6	97.3	100.0	101.8	-3.8	107.0	0.1
O=C1CCCN1CCC1CCN(C2CC(=O)N(Cc3ccc(N4CCCC4=O)cc3)C2=O)CC1 (stereo not drawn)	99.3	96.9	97.6	102.7	99.4	-4.9	103.1	0.0
CCOC(=O)C1CCN(Cc2nc(-c3ccc(OC)c(OC)c3)no2)CC1	96.1	93.9	97.2	97.6	98.3	0.3	91.8	0.0
COc1ccc(CC2(CO)CCN(S(=O)(=O)c3cccc4cccnc34)CC2)cc1	94.8	97.5	95.3	100.4	102.2	4.1	111.0	0.0
CCC(=O)Oc1ccc2c(C)c(Cl)c(=O)oc2c1	95.2	101.2	96.5	96.5	95.1	-1.4	113.0	-0.1
Cc1nc(SCC(=O)NC2CCCC2)[nH]c(=O)c1Cc1ccccc1	96.5	90.7	93.8	97.7	95.0	1.5	94.1	0.0
Cc1ccc2[nH]c3c(=O)n(CC(=O)NCCc4ccc(Cl)cc4)ncc3c2c1	105.4	100.8	100.1	111.6	105.6	5.1	80.9	0.7*
O=C(CNS(=O)(=O)c1c(Cl)cccc1Cl)OCC(=O)N1CCN(c2ccccc2)CC1	85.3	93.5	92.4	89.9	90.5	0.3	106.7	-0.1
CN(NC(=O)c1ccccc1F)c1ncccc1[N+](=O)[O-]	90.0	107.2	96.0	93.2	97.8	-0.2	100.4	0.1
COc1ccc(C(C2C(=O)CC(C)(C)CC2=O)C2C(=O)CC(C)(C)CC2=O)cc1CO	97.9	92.9	108.8	111.2	94.8	x	107.5	0.0
Cc1nc(Cl)c(C(=O)NCCc2ccccc2)c(C)c1[N+](=O)[O-]	95.4	91.1	101.6	100.7	91.8	-0.3	101.1	0.0
Cc1ccc2c(c1)c1c(n2CC(O)Cn2ccnc2C)C(=O)CCC1 (stereo not drawn)	107.3	97.3	101.2	106.9	106.8	2.9	96.9	0.1
Cc1ccccc1NC(=O)CCN1CCN(CCO)CC1	102.5	84.0	105.1	102.8	103.6	-0.9	104.3	0.2
COc1ccc(N(C)S(=O)(=O)c2cccc(C(=O)Nc3nc4ccccc4[nH]3)c2)cc1	94.9	96.2	94.4	93.1	98.7	1.6	102.2	-0.1
CCc1nnc(NC(=O)CSc2nccn2-c2ccccc2)s1	105.1	91.2	99.0	104.5	97.8	13.9	104.5	0.0
CCN(CC(=O)Nc1ccc(OC)cc1)C(=O)c1ccc2c(c1)NC(=O)C(C)S2 (stereo not drawn)	96.9	104.0	95.8	92.6	105.3	2.1	83.8	-0.1
Cc1ccccc1C(=O)NC(=S)Nc1sc2c(c1C#N)CCCC2	71.1	70.6	97.9	71.1	93.2	0.0	104.8	0.1
Cc1ccc(NC(=O)COC(=O)c2cccnc2Cl)cc1S(=O)(=O)N1CCCCC1	107.8	112.3	108.1	117.0	108.3	0.4	96.3	0.2
Cc1cnc(NC(=O)C2CC(=O)N(c3cccc(Cl)c3)C2)s1 (stereo not drawn)	85.9	61.2	103.0	95.9	88.4	26.8	113.9	0.2
C=CCNC(=O)c1onc(CSc2ccccc2F)c1C(=O)O	84.9	100.7	103.9	90.0	92.8	-1.5	101.5	0.1
Cn1cccc1CC(=O)N/N=C\c1cccs1	107.3	101.6	103.7	99.8	102.7	9.7	124.4	0.0
COC(=O)[C@]1(C)N[C@H](CN(C)S(=O)(=O)c2ccc(C)cc2)[C@@H]2C(=O)N(C)C(=O)[C@@H]21	98.5	107.5	101.1	100.9	106.4	0.4	97.2	-0.2
O=C(Nc1ccc(F)c(F)c1)c1ccc(-n2cncn2)c([N+](=O)[O-])c1	89.4	102.6	99.5	97.2	98.7	-3.3	114.3	0.0
COc1cccc(C(CNC(=O)c2ccc(Cl)c(S(=O)(=O)N3CCCC3)c2)N(C)C)c1 (stereo not drawn)	100.0	110.0	99.5	112.9	107.4	4.4	80.0	-0.1
Nc1[nH]n2c(=O)c3c(nc2c1N=Nc1ccccc1)CCCC3	102.5	101.6	101.3	107.0	104.2	11.0	99.7	0.2
O=C(Nc1ccc([N+](=O)[O-])cc1Br)c1cc2ccccc2nc1Cl	98.0	106.7	101.0	100.5	103.5	-1.0	101.9	0.0
COc1ccc(NC(=O)c2oc3ccccc3c2C)c(OC)c1	105.2	101.3	100.8	97.0	101.8	57.8*	98.4	-0.1
CCC(C(=O)c1ccccc1)P(=O)(NN)c1ccccc1 (stereo not drawn)	111.4	122.4	101.9	107.8	126.7	0.8	86.2	0.0
CCC(C(=O)O)N1C(=O)/C(=C/c2cccn2C)SC1=S (stereo not drawn)	87.9	97.7	96.6	100.0	80.8	1.4	121.9	0.8
CC1CCCN(C(=O)CNS(=O)(=O)c2cccs2)C1 (stereo not drawn)	97.1	96.6	100.2	104.3	99.0	2.9	111.9	0.2

The listing continues.
SMILES	CIT2 TOR yeast	LAP4-GFP MLPCN	RPL19A-GFP yeast	MEP2-GFP yeast	AGP1 TOR yeast	AHR activator	Yeast superoxide	Efflux pump inh
Cc1ccc(C(=O)N(NC2=NS(=O)(=O)c3ccccc32)S(=O)(=O)c2ccc(C)cc2)cc1	96.3	97.0	100.1	100.0	105.6	-2.1	93.7	0.1
O=C(CNC(=O)c1ccc2c(c1)OCCO2)N/N=C/c1ccc(Cl)cc1	106.9	95.0	101.2	104.7	100.1	3.2	100.2	-0.1
COc1ccccc1CN1[C@@H](CC(=O)O)c2ccccc2S1(=O)=O	109.4	129.2	102.0	99.2	92.0	-4.9	93.5	0.0
CCOc1ccc(NC(=O)C2Cc3ccccc3CN2S(=O)(=O)CC)cc1 (stereo not drawn)	82.8	91.8	92.6	95.4	89.2	1.5	94.4	0.1
O=C(CC12CCC(CC1)C2)NCc1ccc2c(c1)OCO2	92.9	100.1	100.4	103.8	99.2	9.8	110.0	0.1
Cc1ccccc1OCC(=O)NC(C)c1ccccc1 (stereo not drawn)	94.2	95.8	102.4	103.5	94.0	x	97.2	0.1
CCCn1nnc(NC(=O)/C=C/c2ccccc2)n1	95.0	93.2	92.9	93.8	89.2	24.3	106.6	-0.3
CCN(CC)S(=O)(=O)c1ccc2c(c1)c(=O)c(C(=O)N1CCOCC1)cn2C	112.5	115.8	108.0	105.8	112.4	-3.0	100.9	0.0
COc1ccc(NC(=O)Cn2c(-c3ccccc3)cc(C(C)=O)c2C)c(OC)c1	105.4	118.1	108.1	112.6	110.4	0.2	69.5	-0.1
Cc1ccc(CO/N=C/c2c(O)cc(C)oc2=O)cc1	98.1	163.5*	99.3	98.6	89.0	-0.8	92.3	-0.3
COc1ccc(CNC(=O)CCNS(=O)(=O)c2ccc(C)cc2)cc1	101.2	90.3	97.4	92.6	94.2	0.0	92.6	-0.2
COc1cccc(CNS(=O)(=O)c2c(C)nc3scc(C)n3c2=O)c1	97.8	93.8	99.2	99.1	99.1	-0.4	111.3	0.1
CCOc1ccc(NC(=S)NCCCc2ccccc2)cc1	97.5	94.3	99.5	98.5	88.4	-1.3	84.3	0.1
CC1C/C(=N\NC(N)=S)c2cc(Cl)ccc2S1 (stereo not drawn)	113.6	108.2	108.6	104.6	114.1	25.5	115.4	-0.1

One compound at a time, from the list above:
CCOc1ccc(NC(=O)C2Cc3ccccc3CN2S(=O)(=O)CC)cc1 (stereo not drawn) reads CIT2 TOR yeast: 82.8; LAP4-GFP MLPCN: 91.8; RPL19A-GFP yeast: 92.6; MEP2-GFP yeast: 95.4; AGP1 TOR yeast: 89.2; AHR activator: 1.5; Yeast superoxide: 94.4; Efflux pump inh: 0.1
CC1C/C(=N\NC(N)=S)c2cc(Cl)ccc2S1 (stereo not drawn) reads CIT2 TOR yeast: 113.6; LAP4-GFP MLPCN: 108.2; RPL19A-GFP yeast: 108.6; MEP2-GFP yeast: 104.6; AGP1 TOR yeast: 114.1; AHR activator: 25.5; Yeast superoxide: 115.4; Efflux pump inh: -0.1
